12-hLO inh = inhibitors of human 12-lipoxygenase (ALOX12); purified 12-hLO, xylenol orange hydroperoxide absorbance; Potency, µM (doses to about 57.1 µM), for inactives: at the top dose activity change, negative = inhibition, actives largely listed as inhibitors; P18054; actives 0.12% (n = 150,000); note: potency is the fitted concentration of half-maximal effect; nearly all actives have a fitted effect of over 55% in size; many of its hits are not listed in these tables
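Purified human 12hLO (150 nM final) was preincubated with compounds for 15 min at room temperature in 25 mM Hepes pH 7.0, 0.01% Triton X-100, then reacted with 40 uM arachidonic acid for 30 min. Hydroperoxide was detected with ferrous iron/xylenol orange.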
PNC assembly inh = blocks assembly of the perinucleolar compartment; PC3M PTB-GFP, PNC prevalence imaging, 16 h; hits give low values; activity change (PNC), negative = inhibition, % at 10 µM; actives 3.1% (n = 140,000); AID 2417;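 active = readout at or below -70, meaning at least 70% loss of cells showing the perinucleolar compartment, a nuclear body marking cancer cells; inconclusive = readout between -30 and a set limit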;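 note: plate controls were DMSO wells for no effect and camptothecin positive control wells for full effect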
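Compounds are pinned in duplicate onto adhered PC3M cells stably expressing GFP-tagged PTB and incubated 16 h at 37 C. Cells are then fixed, nuclei stained with Hoechst, and PNC-positive cells counted.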
15-hLO-2 inh = inhibitors of human 15-lipoxygenase 2 (ALOX15B). O15296. purified 15hLO-2, xylenol orange hydroperoxide absorbance. Potency, µM (titrated, usually from 57.1 µM), for inactives: top-dose activity change, negative = inhibition, most hits filed as inhibitors. actives 0.56% (n = 110,000); note: potency is the fitted concentration of half-maximal effect; nearly all actives have a fitted effect of over 60% in size; many of its hits are not listed in these tables
Target sequence (O15296 whole entry, looked up): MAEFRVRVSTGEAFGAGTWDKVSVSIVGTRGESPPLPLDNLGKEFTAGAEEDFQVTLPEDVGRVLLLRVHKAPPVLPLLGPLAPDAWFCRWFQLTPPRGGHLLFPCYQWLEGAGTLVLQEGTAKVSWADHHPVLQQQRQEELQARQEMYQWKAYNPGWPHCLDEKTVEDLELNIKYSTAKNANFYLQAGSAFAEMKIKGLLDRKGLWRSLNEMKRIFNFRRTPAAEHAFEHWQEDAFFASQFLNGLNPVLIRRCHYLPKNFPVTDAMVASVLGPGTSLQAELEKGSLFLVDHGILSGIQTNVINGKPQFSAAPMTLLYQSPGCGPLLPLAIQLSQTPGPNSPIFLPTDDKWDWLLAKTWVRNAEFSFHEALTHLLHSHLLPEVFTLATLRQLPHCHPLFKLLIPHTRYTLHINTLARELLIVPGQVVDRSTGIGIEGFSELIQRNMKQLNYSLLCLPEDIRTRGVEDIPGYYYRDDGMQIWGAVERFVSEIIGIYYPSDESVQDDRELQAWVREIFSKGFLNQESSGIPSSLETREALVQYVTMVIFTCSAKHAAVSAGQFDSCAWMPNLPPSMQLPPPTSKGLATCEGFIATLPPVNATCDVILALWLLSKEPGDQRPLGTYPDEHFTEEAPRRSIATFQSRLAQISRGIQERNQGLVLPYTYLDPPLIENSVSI
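Purified human 15hLO-2 (50 nM final) preincubated with compounds 15 min at room temperature in 25 mM Hepes pH 7.5, 0.01% Triton X-100, then 45 uM arachidonic acid added for 90 min; hydroperoxide detected via ferrous/xylenol orange, 573/405 nm absorbance ratio.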
IMPase inh = cell-permeable inhibitors of inositol monophosphatase (IMPase) | P97697 | CHO-M1 cells, IP1 accumulation, HTRF TR-FRET ratio | inhibition (IP1 accumulation), % at 46.1 µM | 120,000 tested, under 10 active; active = well fitted curve in the direction sought with a large enough effect in the signal ratio, not every such curve was filed as active; inconclusive = small, poorly fitted or top-dose-only effect, or a change in a side signal; inactive = no such curve, though single readings can be large or run the other way; the % refers to the signal ratio;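 note: cells stimulated with carbachol in lithium chloride buffer; plate controls were DMSO basal wells for no effect and reference inhibitor wells for full effect; higher means more IMPase inhibition seen as more IP1 and lower FRET ratio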
Target sequence (P97697 whole entry, looked up): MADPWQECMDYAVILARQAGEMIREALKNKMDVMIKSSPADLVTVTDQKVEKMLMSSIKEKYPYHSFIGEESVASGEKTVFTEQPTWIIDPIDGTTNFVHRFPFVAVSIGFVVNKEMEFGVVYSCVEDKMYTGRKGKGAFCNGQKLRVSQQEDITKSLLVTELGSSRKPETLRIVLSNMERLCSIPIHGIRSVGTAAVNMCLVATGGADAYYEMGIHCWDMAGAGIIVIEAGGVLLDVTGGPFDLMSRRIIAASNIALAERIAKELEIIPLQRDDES
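Measured: the HTRF emission ratio (665/620 nm) plus the 620 nm donor channel, each fitted to the Hill equation to give AC50. Cells were CHO-M1 given compounds up to 46 uM and a 30 min carbachol stimulation at 37C.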
Starred values were filed as active, the others as inactive; ? = inconclusive; / = no result given; [ ] = remark or other dose. Unless noted, calls come from the whole dose curve; as a rule, active = well fitted curve in the direction sought with a large enough effect; inconclusive = small, poorly fitted or top-dose-only effect, or another doubt; inactive = no such curve, though single readings can be large; an effect the other way counts as inactive or inconclusive. Unless noted, % is set by controls: 0 for no effect and ±100 for the full control effect. The list is partial (hit frequency here may not be typical).

12-hLO inh | PNC assembly inh | 15-hLO-2 inh | IMPase inh | mol
1% | ? | 25% | 8 | Brc1cc2c(cc1/C=N/Nc1nc(N3CCCC3)nc(N3CCOCC3)n1)OCO2
-2% | 20 | -3% | -7 | O=C(Cn1ncc2c1-c1ccccc1OC2)Nc1ccc(Cl)cn1
-1% | -15 | -14% | 3 | Fc1ccc(NC(=S)N2N=CCC2c2ccccc2)cc1 (stereo not given)
-4% | 36 | / | / | Cc1ccc(/C=C/C(=O)Nc2ccc(N(C)C)cc2)o1
-1% | -6 | / | / | CCn1c(-c2cc(C3CC3)nc3ccccc23)n[nH]c1=S
-3% | 28 | -1% | -4 | COC(=O)CCCC(=O)N1CCOCCN(C(=O)CCCC(=O)OC)CCOCC1
0% | -7 | -2% | -4 | COc1ccc(-c2cc(C(=O)NCc3ccco3)no2)cc1OC
2% | 34 | -3% | -10 | COc1cccc(C(N)CC(=O)O)c1 (stereo not given)
1% | ? | -1% | 7 | COc1ccccc1NC(=O)CC1C(=O)NCCN1C(=O)Nc1ccccc1 (stereo not given)
-1% | 9 | 1% | 1 | CC1=C(C#N)C(=O)NC(C)(C)C1
-1% | 36 | / | / | CCOc1cc2c(cc1OCC)C(c1ccccc1OC)OC(=O)C2 (stereo not given)
-2% | -29 | 18% | 8 | Oc1ccc(Cl)cc1C(C#Cc1ccccc1)N1CCOCC1 (stereo not given)
-20% | 8 | -24% | -5 | Cc1ccc(O)c(C(=O)c2cnn(C(=O)Cc3csc(C)n3)c2)c1
0% | 107 | -17% | 2 | Cc1nnc2c3ccccc3c(-c3cccc4ccccc34)nn12
-5% | 12 | -4% | 7 | Cc1ccc(C)c(NC(=O)CSc2nnc(-c3ccncc3)n2N)c1
1% | 36 | 14% | 7 | C/C(=C\c1ccccc1)CN1CCN(c2cccc(Cl)c2)CC1
-10% | 46 | -9% | 6 | O=C(O)c1ccc(CSc2nnc(COc3ccc(Cl)cc3Cl)o2)cc1
2% | / | 4% | -7 | CC1(C)CCC=[N+]1[O-]
-6% | ? | 0% | ? | Nc1c(S(=O)(=O)c2cc(Cl)ccc2Cl)c2nc3ccccc3nc2n1CCN1CCOCC1
-6% | ? | / | -13[0.369 µM] | CCOC(=O)c1sc(=S)n(-c2ccc(Cl)cc2)c1C
2% | -23 | 0% | 9 | Nn1c(SCC(=O)N2CCCc3ccccc32)nnc1-c1ccccc1
-12% | 16 | 33%[activator] | 20 | CN(C)C(CNC(=O)c1cccc(S(=O)(=O)N2CC3(C)CC2CC(C)(C)C3)c1)c1ccco1 (stereo not given)
-3% | 47 | -3% | -1 | O=C(COC(=O)c1cccc(S(=O)(=O)N2CCOCC2)c1)Nc1ncc(C(F)(F)F)cc1Cl
6% | 70 | 36%[activator] | 10 | O=C(NCCCN1CCCCCC1)c1ccc2c(c1)NC(=O)C(N1CCOCC1)S2 (stereo not given)
-4% | -29 | ? | ? | O=C(c1ccc2c(c1)OCO2)n1nnc2ccccc21
6% | -26 | -3% | 10 | O=C(NCCCCCNC(=O)c1cccnc1)c1cccnc1
-5% | 8 | 5% | 0 | COc1cccc(-n2nnc3c(=O)n(CC(=O)N4CCCc5ccccc54)cnc32)c1
-3% | 17 | 4% | 2 | COCCN(CCOC)C(=O)c1cc2sc3ccccc3c2s1
-4% | 8 | -4%[2.29 µM] | 2 | O=C(OCC(=O)c1ccccc1Br)c1ccccn1
-3% | -25 | / | -5 | O=C(Nc1nnc(-c2ccccc2)s1)c1cccc(S(=O)(=O)N2CCOCC2)c1
-13% | 11 | -3% | 15 | COC(=O)c1ccc(NC(=O)COc2ccccc2OC)cc1
0% | ? | 0% | 0 | COC(=O)c1ccc(CSc2nc3ccccc3s2)o1
-3% | 33 | -5% | 8 | N/C(=N\OC(=O)Cc1ccccc1)c1ccccn1
-5% | 30 | 5% | 1 | O=C(c1ccccc1)[C@H]1CC=CC[C@H]1C(=O)O
0% | 29 | / | / | N#C/C(=C\c1ccc(Cl)s1)C(=O)N1CCN(c2ccccc2)CC1
-1% | 1 | -2% | -6 | Cc1nc(CS(=O)c2ccc(Cl)cc2)cc(N2CCOCC2)n1 (stereo not given)
-4% | ? | / | 5 | CCSc1nc2ccccc2n1Cc1ccccc1F
-8% | / | 20% | / | COC(=O)c1ccc(C#CC(NP(=O)(c2ccccc2)c2ccccc2)c2ccccc2)cc1 (stereo not given)
-1% | -20 | 0% | -4 | COc1ccc(Cc2nnc(-c3ccc(F)cc3)o2)cc1OC
-6% | 27 | 3% | 11 | O=C1C2C3C=CC(C4CC34)C2C(=O)N1/N=C/c1ccc(-c2ccccc2[N+](=O)[O-])o1 (stereo not given)
-11% | 25 | 4% | 0 | O=C(Nc1cccc(C(F)(F)F)c1)NC1CCN(S(=O)(=O)c2ccc(F)cc2)CC1
2% | ? | / | -12 | Cn1c(=O)c2c(SCC(=O)N3CCCc4ccccc43)nc(CC(C)(C)C)nc2n(C)c1=O
2% | 11 | 9% | 6 | COc1cccc(-c2nnc(SCC(=O)Nc3cc(C)on3)n2C)c1
-4% | 6 | / | / | CCN(CC)S(=O)(=O)c1ccc(N2CCCC2)c(NS(=O)(=O)c2ccccc2)c1
-3% | ? | 2% | -7 | CC(C)C(=O)NS(=O)(=O)c1ccc(N)cc1
-13% | -19 | -4% | 12 | CC1(C)CC(=O)C2=C(C1)Oc1ncn(Cc3ccco3)c(=N)c1C2c1ccccc1 (stereo not given)
-2% | -15 | / | 15 | Cc1ccnc(NC(=O)COc2ccc3oc4c(c3c2)CCCC4)c1
1% | -28 | / | / | COC(=O)c1nn(-c2ccccc2)c2nnc(Cc3ccc(C)cc3)c(=O)n12
-11% | -27 | ? | 7 | Fc1cccc(Cn2cc(C(=S)N3CCCCC3)c3ccccc32)c1
-4% | ? | -5% | 0 | COc1ccc(NS(=O)(=O)c2ccc(OCC(=O)N3CCOCC3)cc2)cc1

(continued)
12-hLO inh | PNC assembly inh | 15-hLO-2 inh | IMPase inh | mol
-3% | -26 | / | 7 | CCCn1c(SCC(=O)c2c[nH]c3ccccc23)nnc1-c1ccncc1
-3% | 14 | -1% | -2 | Cc1nc(S(=O)(=O)c2ccc(Cl)cc2)c(NCc2ccccc2)o1
-3% | ? | -7% | -3 | Cn1c(NCc2ccccc2)nc2c1c(=O)n(Cc1ccccc1)c(=O)n2C
-2% | -88* | -5% | 12 | O=C(CCN1C(=O)c2ccccc2C1=O)Nc1ccccn1
5% | ? | 3% | 6 | COc1ccc(N2CCN(C(=O)c3ccncc3)CC2)cc1
-1% | -3 | -1% | -8 | CSCCC(NC=C1C(=O)OC(C)(C)OC1=O)C(=O)O (stereo not given)
1% | 32 | 3% | -13 | Cc1ccc(NC(=O)CN(c2ccccc2F)S(C)(=O)=O)cc1
-3% | 30 | 8% | 0 | CCCCn1c(SCC(=O)NCc2ccco2)nnc1-c1ccco1
-3%[25.6 µM] | / | 7%[25.6 µM] | 1[20.6 µM] | C[N+]1(C)CCC[C@H]1C(=O)[O-]
-4% | 22 | / | 5 | N#Cc1ccc(C(=O)Nc2ccc(N3CCN(C(=O)c4ccco4)CC3)cc2)c(F)c1
-8% | 33 | -6% | ? | C=CCSc1nnc2nc3[nH]c4c(C)cccc4c3nn12
-8% | 20 | / | / | O=C1NC(=Nc2ccc(Cl)cc2)/C(=C/c2ccco2)S1
2% | 38 | -1% | -7 | CCOC(=O)C1CCN(C(=O)CN2C(=O)C(CC)Oc3ccccc32)CC1 (stereo not given)
-2% | -15 | 16% | -8 | COc1ccc(CNC2CC(=O)N(C)C2=O)cc1 (stereo not given)
-3% | -15 | -1% | 8 | Cn1c(=O)c2c(nc(SCCOc3ccc4ccc(=O)oc4c3)n2C)n(C)c1=O
-2% | ? | / | 4 | COc1ccc(C)cc1NC(=O)C(OC(=O)c1cc(C)oc1C)c1ccccc1 (stereo not given)
0% | 34 | -5% | -8 | Cn1c(CN2CCOCC2)nnc1SCC(=O)Nc1nccs1
1% | 22 | 1% | 5 | CC1CCCCC12NC(=O)N(CC(=O)NC(=O)Nc1ccc3c(c1)OCCO3)C2=O (stereo not given)
0% | ? | / | 9 | CC(C)(C)C(=O)NC1(C(F)(F)F)N=C2SCCN2C1=O (stereo not given)
1% | 12 | -1% | -6 | Cc1ccc(-c2noc(CCC(=O)Nc3cc(C)ccn3)n2)cc1
-7% | -25 | 0% | -2 | CCCN(C(=O)Cn1ncc2c(=O)oc3ccccc3c21)c1cccc(C)c1
-3% | 18 | -13% | 4 | CCOC(=O)Nc1nc(C)c(C(=O)c2ccc(Cl)cc2)s1

In the list so far, twelve have an aryl methoxy group.
12-hLO inh | PNC assembly inh | 15-hLO-2 inh | IMPase inh | mol
0% | -7 | -2% | -4 | COc1ccc(-c2cc(C(=O)NCc3ccco3)no2)cc1OC
2% | 34 | -3% | -10 | COc1cccc(C(N)CC(=O)O)c1 (stereo not given)
1% | ? | -1% | 7 | COc1ccccc1NC(=O)CC1C(=O)NCCN1C(=O)Nc1ccccc1 (stereo not given)
-1% | 36 | / | / | CCOc1cc2c(cc1OCC)C(c1ccccc1OC)OC(=O)C2 (stereo not given)
-5% | 8 | 5% | 0 | COc1cccc(-n2nnc3c(=O)n(CC(=O)N4CCCc5ccccc54)cnc32)c1
-13% | 11 | -3% | 15 | COC(=O)c1ccc(NC(=O)COc2ccccc2OC)cc1
-1% | -20 | 0% | -4 | COc1ccc(Cc2nnc(-c3ccc(F)cc3)o2)cc1OC
2% | 11 | 9% | 6 | COc1cccc(-c2nnc(SCC(=O)Nc3cc(C)on3)n2C)c1
-4% | ? | -5% | 0 | COc1ccc(NS(=O)(=O)c2ccc(OCC(=O)N3CCOCC3)cc2)cc1
5% | ? | 3% | 6 | COc1ccc(N2CCN(C(=O)c3ccncc3)CC2)cc1
-2% | -15 | 16% | -8 | COc1ccc(CNC2CC(=O)N(C)C2=O)cc1 (stereo not given)
-2% | ? | / | 4 | COc1ccc(C)cc1NC(=O)C(OC(=O)c1cc(C)oc1C)c1ccccc1 (stereo not given)

Bioassay records as filed in PubChem BioAssay.
